Compound activity: PubChem BioAssay, several laboratories
TNAP act hiacc: TNAP activators at high phosphate acceptor level, primary screen, biochemical, luminescence, uHTS. Alkaline phosphatase, tissue-nonspecific isozyme (Homo sapiens), P05186. purified TNAP, CDP-star luminescence, 1 M DEA, 30 min; stronger effect = higher value; 0 = EDTA background, 1 = DMSO-only activity. activation factor at 20 µM. 200,000 tested, under 10 active;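 active = activation factor at least 2 at 20 µM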
Target sequence (P05186 whole entry, looked up): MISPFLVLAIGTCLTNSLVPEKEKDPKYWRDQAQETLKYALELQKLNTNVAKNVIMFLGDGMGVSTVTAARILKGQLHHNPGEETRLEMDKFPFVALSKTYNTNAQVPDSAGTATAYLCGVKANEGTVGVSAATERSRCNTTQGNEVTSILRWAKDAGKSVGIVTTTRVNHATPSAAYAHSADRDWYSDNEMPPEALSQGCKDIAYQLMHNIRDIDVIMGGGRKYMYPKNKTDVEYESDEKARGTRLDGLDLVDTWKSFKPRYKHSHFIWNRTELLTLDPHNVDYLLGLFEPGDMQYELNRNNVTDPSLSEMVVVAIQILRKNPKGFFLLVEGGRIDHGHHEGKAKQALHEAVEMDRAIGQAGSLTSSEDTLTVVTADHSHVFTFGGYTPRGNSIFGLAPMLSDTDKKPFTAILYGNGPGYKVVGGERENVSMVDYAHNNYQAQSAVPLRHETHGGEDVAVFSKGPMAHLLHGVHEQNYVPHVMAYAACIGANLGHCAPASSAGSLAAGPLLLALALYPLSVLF
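Dosing: 20 µM single point. System: human TNAP. Amount: TNAP 1/800 final. Incubation: 30 min, room temperature. Read-out: TNAP activation factor scaled between EDTA and DMSO control wells. Signal: luminescence from CDP-star hydrolysis. Medium: 1 M DEA, pH 9.8, Mg2+, Zn2+. Control set: EDTA negative control, DMSO positive control.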
PPARg SRC-3 ag: PPARgamma agonists recruiting SRC-3 coactivator, primary screen, biochemical. Peroxisome proliferator-activated receptor gamma (Homo sapiens), P37231. biochemical PPARgamma/SRC-3 coactivator recruitment assay. activation, % at 8 µM. actives 0.26% (n = 200,000); in the data active = activation above about 23%;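 also: 0% = DMSO and 100% = reference agonist; some compounds past the cut are filed as inactive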
Target sequence (P37231 whole entry, looked up): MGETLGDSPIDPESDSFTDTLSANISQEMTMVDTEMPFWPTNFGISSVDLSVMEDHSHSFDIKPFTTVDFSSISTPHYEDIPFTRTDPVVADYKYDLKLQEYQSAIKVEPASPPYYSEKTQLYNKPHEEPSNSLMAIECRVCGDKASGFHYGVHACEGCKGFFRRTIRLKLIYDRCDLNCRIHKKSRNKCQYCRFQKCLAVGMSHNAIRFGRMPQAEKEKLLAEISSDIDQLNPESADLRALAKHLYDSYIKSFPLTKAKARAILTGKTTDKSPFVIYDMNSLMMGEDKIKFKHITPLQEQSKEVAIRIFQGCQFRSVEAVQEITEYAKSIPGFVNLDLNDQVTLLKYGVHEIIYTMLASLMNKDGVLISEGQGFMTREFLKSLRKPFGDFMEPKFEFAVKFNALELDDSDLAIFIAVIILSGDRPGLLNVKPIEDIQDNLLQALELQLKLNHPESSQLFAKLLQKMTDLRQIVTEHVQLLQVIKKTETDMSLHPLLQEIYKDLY
bIAP inhibitor: bovine intestinal alkaline phosphatase inhibitors, primary screen, selectivity assay for TNAP inhibitor project, biochemical, bovine IAP, CDP-star luminescence | inhibition, % at 20 µM | 190,000 tested, under 10 active | alkaline phosphatase, intestinal [Bos taurus] | purified bovine IAP, 30 min;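 active = over 50% inhibition of intestinal alkaline phosphatase at 20 µM in the single-dose screen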
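Incubation: 30 min reaction at room temperature / Material: purified bovine intestinal alkaline phosphatase (IAP) enzyme / Input: enzyme at 1/65,000,000 dilution / Dosing: 20 µM single dose / Signal: CDP-star luminescence signal / Reagent: CDP-star chemiluminescent phosphatase substrate, 30 µM final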
PPARg SRC-1 ag: PPARgamma agonists recruiting SRC-1 coactivator, primary screen, biochemical; PPARgamma-SRC-1 coactivator recruitment biochemical assay; activation, % at 8 µM; actives 0.41% (n = 200,000); AID 631, 2007; in the data active = activation above about 19%;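 also: 0% = DMSO and 100% = reference agonist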
STAT1 blocker: STAT1 signaling inhibitors, primary screen, cell-based, HTS, luciferase reporter; NIH 3T3 STAT1-luciferase reporter, IFN-gamma, luminescence; actives 0.35% (n = 200,000); inhibition, % at 5.5 µM; AID 920, 2007;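 active = inhibition above a set limit, the mean inhibition across all tested compounds plus 3 SD, cut at about 34% in these data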;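 also: 0% = IFN-gamma with DMSO and 100% = IFN-gamma with 300 µM nifuroxazide; values of inactives mirror those of a sister screen read the other way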
STAT3 act: IL-6 driven STAT3 reporter potentiators, primary screen, U3A cells, luciferase, luminescence, MLSCN library; activation (% of control), % at 5.6 µM; actives 0.91% (n = 190,000); IL-6 STAT3-luciferase reporter; 100% = signal with IL-6 EC80 alone;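 active = activation above the screen-wide mean of compound activation plus 3 SD, cut at about 130% in these data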;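 also: 0% = background luminescence of wells with medium and substrate only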
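Material: human STAT1-deficient U3A cells with stable STAT3-luciferase reporter / Probe or stimulus: IL-6 stimulus at 33 ng/mL final / Schedule: 1 h compound pre-exposure, 6 h IL-6 stimulation, 37 °C / Technique: luminescence / Read-out basis: percent of IL-6-only median luminescence / Control set: IL-6-only high control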
ROMK mod: ROMK potassium channel modulators, primary screen, cell-based, thallium flux, MLSMR library; B-score at 10 µM; Tet-inducible ROMK, thallium flux fluorescence; actives lie on both sides; actives 2% (n = 130,000); AID 1918, 2009; ATP-sensitive inward rectifier potassium channel 1 (Homo sapiens), P48048;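 active = signal ratio slope over the read window, or its plate-corrected B-score, at least 3 SD from the plate mean, either direction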;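 also: B-score of the F/F0 ratio slope over 7 to 12 s after thallium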
PPARg SRC2 recr: agonists of PPARg-SRC-2 recruitment, primary screen, biochemical, HTS | Peroxisome proliferator-activated receptor gamma (Homo sapiens), P37231 | PPARgamma LBD-SRC-2 recruitment | AID 1032, 2008 | activation, % at 8 µM | actives 0.34% (n = 200,000); in the data active = activation above about 22%;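 also: 0% = vehicle and 100% = reference agonist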
bIAP act: bovine intestinal alkaline phosphatase activators, primary screen, biochemical, bovine IAP, CDP-star luminescence | purified bovine IAP, 30 min; stronger effect = higher value; fold of DMSO-control signal, blank-subtracted | actives 0.17% (n = 200,000) | activation factor at 20 µM;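 active = activation factor of 2 or more at 20 µM, a signal rise over negative controls twice the positive control's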
TR-FRET SRC-2 ct: TR-FRET signal artefacts, primary screen, artefact control for PPARgamma SRC-2 agonist project, biochemical; TR-FRET ratio at 8 µM; actives 0.4% (n = 200,000); AID 1049, 2008; TR-FRET artefact counter-screen; stronger effect = higher value; in the data active = TR-FRET ratio above about 2000; also: inactives centre near 1500
STAT3 inh: IL-6 driven STAT3 reporter inhibitors, primary screen, U3A cells, luciferase, luminescence, MLSCN library; AID 862, 2007; IL-6 STAT3-luciferase reporter; host cell line lacks STAT1; actives 0.89% (n = 190,000); inhibition, % at 5.5 µM;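 active = inhibition above the mean inhibition across all screened compounds plus 3 SD, cut at about 44% in these data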;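 also: 0% = DMSO only wells and 100% = 100 µM nifuroxazide control wells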
* = called active by the depositor; nt = not tested or not shown.

Molecule	TNAP act hiacc	PPARg SRC-3 ag	bIAP inhibitor	PPARg SRC-1 ag	STAT1 blocker	STAT3 act	ROMK mod	PPARg SRC2 recr	bIAP act	TR-FRET SRC-2 ct	STAT3 inh
O=C(O)c1cc2nc(-c3ccc(F)cc3)cc(C(F)(F)F)n2n1	1	-16	-3	2	-4	104	nt	-16	1	1469	-1
Cc1cnc(NC(=O)C2CCCC2)s1	1	4	10	4	-15	96	nt	11	0.9	1680	8
CC(=O)Nc1ccc(N2CCN(C(C)=O)CC2)cc1	1	0	7	2	9	100	0.49	1	0.9	1499	3
COC(=O)c1ccccc1NC(=O)CCc1ccccc1	1	-6	5	8	-8	89	-0.29	1	0.9	1721	16
O=C(Cn1nc(C(F)(F)F)cc1C1CC1)NCc1ccccc1F	1	0	1	-4	-2	98	nt	9	1	1511	5
COc1ccccc1C(CNC(=S)NCc1ccccc1)N1CCCC1 (centres undefined)	1	6	1	8	-2	104	-2.4	7	1	1617	3
COc1cc(C2c3c(n[nH]c3C)C(=O)N2c2ccc(C)cc2)ccc1O (centres undefined)	1.1	-9	-37	-2	0	104	nt	-3	1.4	1548	2
O=c1[nH]nc(SCc2ccccc2)c(=O)[nH]1	1	-1	1	9	-4	103	0.008	-6	1	1605	-6
COc1ccc(Cl)cc1NC(=O)CNc1ccccc1N1CCOCC1	1	-2	0	0	-5	104	nt	4	1	1585	-3
CCOC(=O)Cc1nnc(NC(=O)c2ccccc2OCC)s1	1	-1	3	5	-3	89	0.22	6	1	1661	18
Cc1ccc(C)c(NC(=O)CS(=O)(=O)c2cccc3nsnc23)c1	1	0	7	-3	2	103	0.61	-5	0.9	1439	-4
CC(=O)N(C(C)=O)N1C(=O)c2cccc3c(N4CCOCC4)ccc(c23)C1=O	0.9	-2	4	5	-15	110	-2.1	8	1	1747	-3
O=C(CC(C(=O)O)c1ccccc1)Nc1ccccc1 (centres undefined)	1	-6	9	-8	3	96	nt	-7	0.9	1449	7
COC(=O)c1cc(Cl)c(NC(=O)c2ccco2)cc1OC	1	12	-2	-3	-15	87	1.1	2	1	1536	19
Cc1cccc(C)c1OCc1nnc(SCC(=O)Nc2cccc(C(=O)N3CCOCC3)c2)n1C	1.1	8	16	7	6	104	-1	2	0.8	1579	5
CSc1ncccc1C(=O)OCC(=O)c1ccc(Br)s1	1	16	4	11	-5	86	0.0051	15	1	1749	21
CCOC(=O)c1ccccc1NCN1C(=O)CSC1=O	1	3	9	-1	-6	101	1.1	4	0.9	1648	3
Cc1ccc(NC(=S)N(CCN(C)C)Cc2cc3cc(C)cc(C)c3[nH]c2=O)cc1	1	-4	9	-7	1	106	nt	0	0.9	1452	-8
CC1Cc2ccccc2N1C(=O)CCNS(=O)(=O)c1ccc2c(c1)CCC(=O)N2 (centres undefined)	1	6	-5	2	-2	100	nt	11	1.1	1519	2
COc1ccc2c(Cl)c(-c3nnco3)sc2c1	1	33*	-4	24*	-3	89	-0.92	22*	1	2127*	17
COCCNC(=O)COc1ccc(Nc2ccccc2)cc1	1	3	9	2	4	99	nt	5	0.9	1521	4
O=C(NCc1ccco1)c1ccc(S(=O)(=O)N2CCCc3ccccc32)cc1	1	-19	12	3	2	102	-1.4	-2	0.9	1506	2
O=[N+]([O-])c1ccc(NC(=S)NCc2ccncc2)cc1	1	1	36	-4	14	98	0.26	-2	0.6	1633	9
CCOC(=O)C(=NC1CCS(=O)(=O)C1)NNc1ccc(Br)cc1 (centres undefined)	1	3	-17	-2	9	99	-1.9	-1	1.2	1724	9
Cc1cnc(NC(=O)CSc2nc3ccccc3c(=O)[nH]2)s1	1	3	-5	-9	12	96	nt	18	1.1	1671	8
O=C(CSc1nnc(NC2CCCCC2)s1)Nc1ccc2c(c1)C(=O)c1ccccc1C2=O	1	7	9	1	-44	101	-0.83	6	0.9	1592	6
CC1CN(C(=O)COC(=O)c2ccc(Cl)c(S(=O)(=O)N3CCCCC3)c2)CC(C)O1 (centres undefined)	1	1	1	1	1	93	0.64	5	1	1583	13
CC(C)CCN1C(=O)c2ccc(-c3nc4ccccc4c(=O)o3)cc2C1=O	1	4	6	0	-2	92	nt	1	0.9	1499	14
O=C(c1ccccc1)[C@H]1[C@H](c2ccccc2)[C@@]2(N=C(c3ccccc3)OC2=O)C2c3ccccc3C=NN21 (some centres undefined)	1	5	4	3	6	129	nt	1	1	1536	-28
Cc1ccnc(NC(=O)c2sc3cc(Cl)ccc3c2Cl)c1	1	0	24	11	-12	100	nt	9	0.8	1577	5

Arranged by heavy-atom count (rising): part of the list above
Molecule	TNAP act hiacc	PPARg SRC-3 ag	bIAP inhibitor	PPARg SRC-1 ag	STAT1 blocker	STAT3 act	ROMK mod	PPARg SRC2 recr	bIAP act	TR-FRET SRC-2 ct	STAT3 inh
Cc1ccnc(NC(=O)c2sc3cc(Cl)ccc3c2Cl)c1	1	0	24	11	-12	100	nt	9	0.8	1577	5
Cc1cnc(NC(=O)CSc2nc3ccccc3c(=O)[nH]2)s1	1	3	-5	-9	12	96	nt	18	1.1	1671	8
CC(C)CCN1C(=O)c2ccc(-c3nc4ccccc4c(=O)o3)cc2C1=O	1	4	6	0	-2	92	nt	1	0.9	1499	14
CC1CN(C(=O)COC(=O)c2ccc(Cl)c(S(=O)(=O)N3CCCCC3)c2)CC(C)O1 (centres undefined)	1	1	1	1	1	93	0.64	5	1	1583	13
O=C(c1ccccc1)[C@H]1[C@H](c2ccccc2)[C@@]2(N=C(c3ccccc3)OC2=O)C2c3ccccc3C=NN21 (some centres undefined)	1	5	4	3	6	129	nt	1	1	1536	-28

Other compounds:
Order of results: TNAP act hiacc	PPARg SRC-3 ag	bIAP inhibitor	PPARg SRC-1 ag	STAT1 blocker	STAT3 act	ROMK mod	PPARg SRC2 recr	bIAP act	TR-FRET SRC-2 ct	STAT3 inh
COc1ccccc1NS(=O)(=O)c1cccc(NC(=O)c2nc3nc(C)cc(C)n3n2)c1
  1.1	-9	3	4	5	100	0.2	-5	1	1279	-4
Cc1ccc(S(=O)(=O)N2CCOCC2)cc1NC(=O)Cn1cc(C(F)(F)F)cc(Cl)c1=O
  1	3	30	-4	2	101	-0.34	4	0.7	1521	-4
O=C(NCC(c1cccnc1)N1CCOCC1)C1CCCCC1 (centres undefined)
  1	1	35	-2	-1	92	nt	8	0.6	1560	15
O=c1oc2ccc3ccccc3c2cc1-c1nc2ccccc2o1
  nt	6	nt	3	-2	163*	nt	-2	nt	1422	-71
COC(=O)C1=C(N)Oc2cc(C)n(C)c(=O)c2C1c1ccc(Cl)c(Cl)c1 (centres undefined)
  1	-7	2	-5	3	92	nt	-1	1	1340	13
COc1ccc(C(C(=O)NCc2ccccc2)N(Cc2cccs2)C(=O)c2cnccn2)cc1 (centres undefined)
  1.1	2	-2	0	3	101	0.19	3	1	1602	6
Cc1cc(C)nc(Nc2nc(=O)c3ccccc3s2)n1
  1	-8	-1	2	-15	87	-0.027	3	1	1566	21
COc1cc(OC)nc(NC(=O)NS(=O)(=O)c2ccc(OC(F)(F)F)cc2)n1
  1.1	-2	-3	5	-2	97	0.27	3	1	1345	7
O=C(CN(c1ccccc1)S(=O)(=O)c1ccccc1[N+](=O)[O-])Nc1ccccc1C(=O)N1CCOCC1
  1	2	-7	-1	-2	111	1.7	-3	1.1	1457	-6
CCOc1ccc2nc(N3CCOCC3)nc(C)c2c1
  1.1	-4	-47	2	-59	97	-1.9	5	1.5	1629	6
c1ccc2c(NCC3CCCO3)nc(N3CCOCC3)nc2c1 (centres undefined)
  1	3	-15	-4	0	96	0.4	1	1.1	1496	7
O=S(=O)(c1ccc(Cl)c2ccccc12)N1CCCC1
  1	2	1	4	2	106	-0.59	2	1	1521	-1
COc1ccc(Cl)cc1S(=O)(=O)n1cnc2ccccc21
  1	-2	3	3	-6	99	0.71	1	1	1517	6
CCOC(=O)C1CCCN(C(=O)COc2ccc(N(C)S(=O)(=O)c3ccc(F)cc3)cc2)C1 (centres undefined)
  1	-5	-18	11	13	114	-0.95	-10	1.2	1530	-16
COCCNC(=S)N(c1ccccc1)C(C)C
  1	1	0	8	-9	101	nt	0	1	1716	3
NC(=O)CC[C@@H]1NC(=O)[C@H](Cc2ccc(O)cc2)NC(=O)c2cc([N+](=O)[O-])cc(F)c2OCC[C@@H](C(N)=O)NC1=O
  1	0	11	5	-7	106	0.46	1	0.9	1413	-10
CCOC(=O)C1=C(C)Nc2nnnn2C1c1cccnc1 (centres undefined)
  1	11	5	5	-1	96	nt	-6	1	1553	8
CCOC(=O)C(C(=O)OCC)C(=O)c1cc(OC)c(OC)c(OC)c1
  1	4	2	4	5	97	nt	4	1	1476	11
O=C(NNC(=O)c1ccc(O)cc1O)c1ccc(Cl)cc1
  1	-8	-34	3	-1	102	nt	-11	1.3	1399	7
CCSc1nc2c(c(=O)[nH]c(=O)n2C)n1C/C=C(/C)Cl
  1	4	10	3	3	120	0.27	-3	0.9	1448	-19
